# Screening data (PubChem BioAssay)
# 12-LOX inh = inhibitors of human 12S-lipoxygenase ALOX12 | Potency, µM (series often up to 108 µM), without a hit: at the highest dose activity change, negative = inhibition, hits mostly inhibitors | purified 12hLO, xylenol orange hydroperoxide absorbance | AID 1671190 | hit rate 1.1% among 580,000; active = well fitted inhibition curve with a large enough effect; inconclusive = small, poorly fitted or top-dose-only effect, or another doubt; inactive = no such curve, though single readings can be large or run the other way
# Target sequence (P18054 whole entry, looked up): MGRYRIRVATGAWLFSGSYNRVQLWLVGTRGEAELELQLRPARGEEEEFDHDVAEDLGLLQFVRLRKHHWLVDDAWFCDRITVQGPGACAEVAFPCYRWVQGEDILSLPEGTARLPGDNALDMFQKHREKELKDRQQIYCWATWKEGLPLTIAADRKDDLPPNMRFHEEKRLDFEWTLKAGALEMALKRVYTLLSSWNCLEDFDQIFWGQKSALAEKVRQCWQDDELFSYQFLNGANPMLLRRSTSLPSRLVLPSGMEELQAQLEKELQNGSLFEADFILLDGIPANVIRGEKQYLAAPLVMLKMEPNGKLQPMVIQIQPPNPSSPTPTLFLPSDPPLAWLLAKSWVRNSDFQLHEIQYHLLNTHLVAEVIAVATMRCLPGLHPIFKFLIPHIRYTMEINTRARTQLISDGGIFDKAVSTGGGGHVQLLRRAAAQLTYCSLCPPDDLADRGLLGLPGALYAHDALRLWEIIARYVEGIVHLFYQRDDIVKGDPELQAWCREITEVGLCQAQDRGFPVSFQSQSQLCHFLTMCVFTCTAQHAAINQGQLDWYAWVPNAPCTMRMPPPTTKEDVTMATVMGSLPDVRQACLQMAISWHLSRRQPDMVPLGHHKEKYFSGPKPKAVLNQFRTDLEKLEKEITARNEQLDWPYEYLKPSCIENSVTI
#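 Purified human 12hLO at 150 nM in 25 mM Hepes, 0.01% Triton X-100, pH 7.0, preincubated 15 min at room temperature with compound. Reaction started with 40 uM arachidonic acid, 30 min at room temperature. Hydroperoxide measured by Fe-xylenol orange, 573/405 nm absorbance ratio.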
# An asterisk follows results filed as active; ? = inconclusive; [ ] = another dose, or the depositor's remark. % is scaled to controls: 0 for no effect and ±100 for the full control effect; potency is read from the fitted curve at half-maximal effect.
SMILES,12-LOX inh
CC(C)(CC(=O)O)CC(=O)N[C@H]1CO[C@H]2[C@@H]1OC[C@@H]2n1nnnc1-c1ccccc1,27.5%[176 µM]
COc1ccc(-c2cc3nc4c(c(=O)n3[nH]2)CN(C(=O)Cc2ccccc2)CC4)cc1,9.0%
CC(C)(C)OC(=O)NCCCC(=O)NCc1ccnc2[nH]ccc12,5.7%
Fc1cccc(Nc2cc3c(cn2)ncn3CC2CC2)c1,3.4%
Cc1ccc(C(=O)NCCc2ncc(C)n2C2CCCC2)cn1,64.7%[activator]
COc1ccc(C(=O)N2CCn3c(nnc3C3CC3)C2)cc1,-7.5%[176 µM]
CN1[C@@H](CCC(=O)Nc2ccccc2)CNC(=O)[C@@H]2[C@H]1CCN2Cc1ccc(S(C)(=O)=O)cc1,11.4%
COc1ccccc1Cc1nc(-c2nnn3c2COC(c2ccc(C)cc2)C3)no1 (stereo unspecified),1.0%
O=C(Nc1ccccc1)N1CC(n2cc(C(=O)N3CCOCC3)nn2)C1,0.5%
COC(=O)c1cccc(NC(=S)N[C@H]2CO[C@H]3[C@@H]2OC[C@@H]3n2nnnc2-c2ccc3c(c2)OCO3)c1,13.5%
O=C(CN1CCN(c2nccc(-c3cccnc3)n2)CC1)N1CCOCC1,9.4%
O=C(c1ccc(Cl)cc1)N1CCCC2(C1)NC(=O)N(Cc1ccc(Cl)cc1)C2=O (stereo unspecified),?
COc1ccc(CC(=O)N2CCN(c3nc4ncccc4o3)CC2)cc1,9.2%
COCCNC(=O)C[C@@H]1O[C@H](CNCc2ccc(F)cc2)[C@@H](O)[C@H]1O,9.7%[176 µM]
COC(=O)[C@]12C[C@H](CC(=O)NCCCCc3ccccc3)C(=O)N(Cc3ccccc3)C1=C[C@H](C(C)(C)C)O[C@@H]2C,-8.0%
O=C(Cc1c[nH]c2ncc(-c3ccc(Oc4ccccc4)cc3)cc12)N1CCOCC1,-14.8%[176 µM]
O=C(NCCN1CCOCC1)c1ccccc1N1C(=O)[C@@H]2Cc3c([nH]c4ccccc34)C(c3cccc(Cl)c3)N2C1=O (stereo partly specified),-9.6%
Cc1ccc(NC(=O)N2CCCCC2c2nc(CCOCC3CC3)no2)cc1C (stereo unspecified),35.2%[activator]
CCS(=O)(=O)N1CCC2(CCC(=O)N(CC3CC3)CC2)CC1,?
CCCCc1ccc(NC(=O)N2CCCC2c2nncn2C2CCCC2)cc1 (stereo unspecified),14.0%
Cc1ccc(-c2nnc(C3CN(C(=O)c4n[nH]c5ccccc45)CC34CCOCC4)o2)cc1 (stereo unspecified),?
COc1ccc(-c2nc(C(C)C)nc3c2CCN(C(=O)Cc2ccccn2)CC3)cc1,25.4%
Cc1ccc(C(=O)N2CCCC(n3cc(-c4nc(-c5ccccc5)no4)nn3)C2)s1 (stereo unspecified),?
O=C(Nc1ccc([C@H]2OCC(=O)N(C3CCOCC3)[C@@H]2CO)cc1)c1ccc(C(F)(F)F)cc1,45.0%[activator]
Cc1nn(C(=O)CCCC(=O)N2CCC(CCOc3ccccc3)C2)c2ccccc12 (stereo unspecified),?

# Three entries from above, with each value named.
CN1[C@@H](CCC(=O)Nc2ccccc2)CNC(=O)[C@@H]2[C@H]1CCN2Cc1ccc(S(C)(=O)=O)cc1
  12-LOX inh = 11.4%

COc1ccccc1Cc1nc(-c2nnn3c2COC(c2ccc(C)cc2)C3)no1 (stereo unspecified)
  12-LOX inh = 1.0%

O=C(Nc1ccccc1)N1CC(n2cc(C(=O)N3CCOCC3)nn2)C1
  12-LOX inh = 0.5%

# The list continues.
SMILES,12-LOX inh
Cc1ccc(C(=O)N2CCCN(C(=O)C3CC3)C(c3ccccc3)CC(=O)NCC2)cn1 (stereo unspecified),65.2%[activator]
Cn1nccc1OCc1cn2c(=O)n(C)cc(-c3ccsc3)c2n1,-29.4%[176 µM]
CC(C)C[C@@H](NC(=O)C1=C[C@@H](NC(=O)Cc2cccs2)[C@@H](O)[C@H](O)C1)C(N)=O,5.7%[176 µM]
COc1ccc2c(c1)CN(C(C)=O)CC[C@H]1COC(=O)N21,-31.1%[176 µM]
NC(=O)c1cccnc1OC1CCN(Cc2cccnc2)CC1,28.6%
CN1CCC2(CC1)CC(=O)N(CC(=O)N(C)CCc1cnn(C)c1)C2,-5.8%
Clc1ccc(-c2cnc([C@@H]3COCCN3C3CCNCC3)[nH]2)s1,16.1%[176 µM]
CNC(=O)c1cc(-c2cccc(NC(C)=O)c2)cc2c1OCCN2Cc1cccnc1,50.5%[176 µM]
CCCc1nnsc1C(=O)N[C@@H]1COCC[C@@H]1OCC1CC1,-6.9%
CCN(CCO)CCCOc1ccc2c(Nc3cc(CC(=O)Nc4cccc(F)c4)[nH]n3)ncnc2c1,4.1%[57.4 µM]
FC(F)(F)c1cccc(-c2cnc3ccc(C4CC4)nn23)c1,?
O=C(NC[C@H]1Cn2ccnc2CO1)c1ccc(Cl)cc1,61.5%[activator][176 µM]
CC(C)(C)C(=O)N1CCC2(CNS(=O)(=O)c3cnccc3O2)C1 (stereo unspecified),2.0%[6.33 µM]
O=C(NC1CCN(c2cn[nH]c(=O)c2)CC1)C1CCC1,15.3%
COCCc1noc(-c2ccc(Cn3nc(C)cc3C)cc2)n1,100.5%[activator]
O=C(Nc1ccc(F)cc1)N1CCC(CCNC(=O)C2(c3ccccc3)CC2)CC1,27.3%
COc1ccc(-c2noc(Nc3cc(OC)cc(OC)c3)n2)cc1,17.8µM*
CN(C)CCNC(=O)CC1(C)N=C(c2ccc(-c3ccccc3)cc2)N(C)O1 (stereo unspecified),15.7%
CC1=NOC2(CCN([S+](=O)([O-])c3ccccc3)C2)C1 (stereo unspecified),76.3%[activator][176 µM]
CC(C)CCNC(=O)c1cnc2n1CCN(Cc1cccs1)CC2,8.7%[176 µM]
O=C(O)C[C@@H]1CCN(C(=O)Nc2ccccc2)C[C@@H]1CCN1CCN(c2ccc(F)cc2)CC1,-16.9%
CC(C)(C(=O)NCCc1ccccc1)C1CCOCC1,37.8%[activator]
Cn1ccc(CN2CCC3(C2)NC(=O)c2ccccc2CO3)c1 (stereo unspecified),?
Cc1nc2cc(CNC(=O)CN3C(=O)CN(C)C3=O)ccc2n1C,-1.1%
N#Cc1ccc(C(=O)NCc2nnc3ccc(-c4ccccc4)nn23)cc1,4.1%

# New compounds follow.
SMILES,12-LOX inh
Cc1ccccc1N1CCCN(Cc2ccccc2OCCO)CC1,29.5%
CC(C)(C)CC(=O)Nc1ccc([C@H]2OCC(=O)N(Cc3ccc(F)cc3)[C@@H]2CO)cc1,51.2%[activator][176 µM]
Cn1ccc(C(=O)N2CCC3(CC2)CC(=O)N(C/C=C/c2ccccc2)C3)n1,64.1%[activator]
O=C1NCCN2CC3(CCN(C(=O)Nc4ccccc4)CC3)CC12 (stereo unspecified),155.7%[activator]
COc1ccccc1N1CCN([C@H]2[C@@H]3OC[C@@H](O3)[C@@H](NC(=O)Nc3cccc(C#N)c3)[C@@H]2O)CC1,19.8%
CCn1ccc(C(=O)N2CC(Oc3ccc(-c4nc(C)no4)cc3)C2)n1,9.1%
CN1CC(=O)N(C2CCC2)Cc2c(NC3CC3)ncnc21,?
COc1ccc(CN2CC3(Cc4ccccc4NC3=O)C2)cc1,?
CC1=C[C@@H](CN)[C@H](C(C)C)C[C@H]1Cc1nc2ccc(F)cc2[nH]1,45.4%[activator][176 µM]
O=C(c1ccc(Cn2ccn3nc4c(c3c2=O)CCCC4)cc1)N1CCN(c2ccccn2)CC1,45.4%[activator]
CC(C)NC(=O)c1cccc2c1CCN2C(=O)C1CC1,22.5%
CC(=O)N1CCC(N2C[C@@H]3OCC(=O)N(CC4CC4)[C@@H]3C2)CC1,4.5%[176 µM]
Cn1cc(CN2CCOC[C@H](Oc3ccccc3)C2)cn1,13.6%[176 µM]
Cn1cccc1C(=O)N[C@@H](Cc1ccccc1)C(=O)N1CCCOCCNC(=O)CC1,46.3%[activator]
CCOC(=O)C1=CN(CC(=O)NC(C)CCc2ccccc2)S(=O)(=O)N=C1C (stereo unspecified),63.2%[activator]
Cc1cc(C)c(S(=O)(=O)N2CCc3nn(CC(C)C)c(=O)n3CC2)c(C)c1,24.5%
Cc1noc([C@H]2CCN(C(=O)c3ccnn3C)C[C@H]2NC(=O)C2CC2)n1,69.0%[activator]
COCCn1cnnc1CN(C)c1cc(C2CC(O)C2)ncn1 (stereo unspecified),97.1%[activator]
CCn1ccc(C(=O)N2[C@@H]3CC[C@H]2CC(NC(=O)c2ccc(F)cc2)C3)n1 (stereo partly specified),-3.3%
CN(C)C[C@H]1C[C@@H](CO)CN(C(=O)CCc2ccncc2)C1,-7.2%
COCCN1CCC(N2CCN(S(=O)(=O)Cc3ccccc3Cl)CC2)C1=O (stereo unspecified),32.3%
C=CCCC[C@H]1OC(=O)[C@H](C)NC(=O)[C@H](C(C)C)NC(=O)[C@@H]2CCCN2C(=O)[C@H](Cc2ccccc2)OC(=O)[C@@H](C(C)C)N(C)C(=O)[C@H](C(C)C)NC(=O)C1(C)C,-2.8%
CNC(=O)[C@@H]1C[C@H](Oc2ccccc2)CN1S(=O)(=O)Cc1ccccc1F,5.9%
Cc1ccccc1Cn1cc(-c2ccncc2)cc1C(=O)NCc1ccncc1,73.4%[activator]
CCCCc1ccc(NC(=O)Cn2ccn3nc(-c4ccccc4)c(CO)c3c2=O)cc1,5.2%

# The list goes on:
SMILES,12-LOX inh
c1ccc(OCc2nc(C3CCCNC3)no2)cc1 (stereo unspecified),16.1%
CCCCc1c(-c2ccccc2OC)ncn1Cc1ccc(C)cc1,?
Cc1cc(CN(C)c2ccc(-c3nc(-c4ccccc4F)no3)cn2)on1,12.0%
Cc1ccccc1-c1noc(CCCC(=O)N2CCn3nc(CO)cc3C2)n1,6.3%
CCCNC(=O)N(C1CCOCC1)C1CCN(C(=O)Cc2ccccc2Cl)CC1,53.8%[activator]
CC(C)(C)[Si](C)(C)OCc1ccc(-c2c3c(cc4ccc(Cl)cc24)CCC3=O)cc1,?
COc1ccccc1-c1cc(-c2c(C)noc2C)cc2c1C(=O)N(C)C2,4.7%[176 µM]
O=C(NC1CCCc2nc(N3CCC(CO)CC3)ncc21)c1ccccn1 (stereo unspecified),?
COc1ccccc1OCCNC(=O)c1cc2n(n1)CC(c1ccc(Cl)cc1)OC2 (stereo unspecified),4.5%
CC1(Cc2ccc3c(c2)OCO3)CCCN(C(=O)CCCn2ccnc2)C1 (stereo unspecified),31.7%[activator]
Cc1ccc(-n2nc3n(c2=O)CCN(C(=O)C2CC2)C3)cc1,-4.6%[176 µM]
COc1ccc(Cl)cc1C(=O)N1C[C@@H](CN2CCCCCC2)[C@@H](CO)C1,17.0%
COc1ccc(CN2CC3(CCN(S(=O)(=O)c4cn(C)cn4)CC3)C2=O)cc1,17.6%
COC(=O)CNC(=O)c1cc(-c2ccc([S+](C)(=O)[O-])cc2)nc2c1cnn2C,0.9%[6.33 µM]
O=C1NC(=NC2CCCC2)C2(CCN([S+](=O)([O-])c3cccc(C(F)(F)F)c3)CC2)N1c1cc(F)cc(F)c1,14.9%
COc1ccc(C(=O)N2CCC3(CC(C)=NO3)C2)cc1 (stereo unspecified),-4.0%[176 µM]
COC[C@@H]1CN(C(=O)Cc2c(C)noc2C)C[C@H]1c1ccccn1,35.0%[activator]
O=C(Cc1ccccc1)N1CCC(N2CC3CC(C2)[C@H]2CCCC(=O)N2C3)CC1 (stereo partly specified),-8.2%
CCCc1noc(-c2ccn3c(CNC(=O)c4cc(F)ccc4F)nnc3c2)n1,?
O=C1CCC(C(=O)N2CCCn3ccnc3C2c2ccccc2)=NN1 (stereo unspecified),37.3%[activator]
Cn1nccc1C(=O)N1CCC(c2noc(-c3ccccc3)n2)C1 (stereo unspecified),9.4%
COc1ccc(-c2cc(-c3cccc(OC)c3OC)cn3cncc23)cc1,70.8µM*
O=C(c1ccc(C(F)(F)F)cc1)N1CCN2C(=O)N(C3CCCCC3)C[C@H]2C1,-11.6%[176 µM]
CN1CC2(CCN(C(=O)c3ccnn3C)CC2)CC1C(=O)N1CCOCC1 (stereo unspecified),54.1%[activator]
O=C(Cc1ccccc1Cl)N1CCN(C(=O)c2nnn3c2COC(c2ccccc2)C3)CC1 (stereo unspecified),8.5%

# Arranged by number of heavy atoms (largest number first): some entries from above.
SMILES,12-LOX inh
COC(=O)c1cccc(NC(=S)N[C@H]2CO[C@H]3[C@@H]2OC[C@@H]3n2nnnc2-c2ccc3c(c2)OCO3)c1,13.5%
CCOC(=O)C1=CN(CC(=O)NC(C)CCc2ccccc2)S(=O)(=O)N=C1C (stereo unspecified),63.2%[activator]
Cn1nccc1C(=O)N1CCC(c2noc(-c3ccccc3)n2)C1 (stereo unspecified),9.4%
NC(=O)c1cccnc1OC1CCN(Cc2cccnc2)CC1,28.6%

# (next part)
SMILES,12-LOX inh
O=C(N[C@H]1CO[C@H]2[C@@H]1OC[C@@H]2n1nnnc1Oc1ccc(-n2cncn2)cc1)C1CCCCC1,41.5%[activator]
O=C(NCc1ccc(Cl)cc1)c1ccnc2[nH]ccc12,2.9%[12.5 µM]
CCCS(=O)(=O)N1CCC2(CC1)NCCc1c2[nH]c2ccccc12,-1.9%
C#CCN(C)Cc1nc(C2(O)CCN(C(=O)c3ccccc3F)CC2)cs1,28.0%[176 µM]
COC[C@@H]1CN(c2cnccn2)C[C@H]1C(=O)NCCc1ccccn1,27.7%
CCC(=O)N(C1CCOCC1)C1CCN(S(=O)(=O)c2ccc(Cl)cc2C)CC1,?
O=C1CCN(S(=O)(=O)c2ccccc2)CCCN(C(=O)NCc2ccccc2)CCN1,38.7%[activator]

# Pulled by compound from the list above (two):
SMILES,12-LOX inh
CCC(=O)N(C1CCOCC1)C1CCN(S(=O)(=O)c2ccc(Cl)cc2C)CC1,?
CCCS(=O)(=O)N1CCC2(CC1)NCCc1c2[nH]c2ccccc12,-1.9%

# An excerpt, so the mix of outcomes need not match the whole.
